# Compound activity (PubChem BioAssay)
# MBNL1 CUG block: qHTS Assay for Inhibitors of MBNL1-poly(CUG) RNA binding | TR-FRET MBNL1-His/biotin-(CUG)12 binding, 665/545 ratio | 0.036% of 280,000 active | Muscleblind-like protein 1 (Homo sapiens), Q9NR56 | Potency, µM (doses to about 57.5 µM), for the others: at the top dose activity change, negative = inhibition, actives largely listed as inhibitors; active = well fitted inhibition curve with a large enough effect in the signal ratio, with a control signal flat, not every such curve was filed as active; inconclusive = small, poorly fitted or top-dose-only effect, or effect the other way, or a change in a side signal; inactive = no such curve, though single readings can be large or run the other way; the % refers to the signal ratio; also: potency is read from the fitted curve at half-maximal effect; % is scaled to controls: 0 for no effect and ±100 for the full control effect
#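 MBNL1-His + Biotin-(CUG)12, cpd titration 92 nM–58 uM; Tb anti-His Ab 0.055 ng/ul, SA-XL665 5 nM (final); 60 min RT; ratiometric 665/545 nm, Ex 340 nm; normalized to buffer and full-complex controls.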
# GALK inhibitor: qHTS Assay for Inhibitors of Human Galactokinase (GALK) | P51570 | Purified GALK, Kinase-Glo residual ATP luminescence | Potency, µM (doses to about 57.5 µM), without a hit: at the top dose activity change, negative = inhibition, usual class: inhibitors | 0.007% of 270,000 active | AID 1868, 2009; also: potency is read from the fitted curve at half-maximal effect; % is scaled to controls: 0 for no effect and ±100 for the full control effect
#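 ATP-depletion format; final 35 uM ATP, 100 uM D-galactose, 5 nM enzyme; pH 8.0 HEPES/Mg2+ buffer; 60 min RT; luminescence read 10 min after detection reagent.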
# S-ASM inh: Inhibitors of Secretory Acid Sphingomyelinase (S-ASM): qHTS. Sphingomyelin phosphodiesterase (Homo sapiens), P17405. placental ASM, HMU-PC fluorogenic substrate, 60 min. Potency, µM (titrated, usually from 57.5 µM), inactives show at the highest dose activity change, negative = inhibition, usual class: inhibitors. 0.006% of 340,000 active; also: potency is read from the fitted curve at half-maximal effect
#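 qHTS format. ASM enzyme prepared from human placenta hydrolyses the fluorogenic substrate HMU-PC0 (9 uM final) over 60 min at 37 °C after a 10 min compound preincubation.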
# USP2a inh: qHTS Assay for Inhibitors of Ubiquitin-specific Protease USP2a Using CHOP2 as the Reporter; USP2 core, Ub-CHOP2 coupled fluorogenic reporter, 485/531; Potency, µM (titrated, usually from 38.3 µM), without a hit: at the highest dose activity change, negative = inhibition, hits mostly inhibitors; 0.01% of 330,000 active; AID 463254, 2010;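 also: potency is read from the fitted curve at half-maximal effect; plate controls were DMSO wells for no effect and full inhibition by NEM control for full effect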
#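 Deubiquitinase activity read as fluorescence (485/531 nm) after Ub-CHOP2 cleavage activates the enterokinase reporter on its substrate; USP2 core 10nM, Ub-CHOP2 and substrate 25nM each, 30min compound preincubation then 60min RT; data normalized to NEM, curves fitted.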
# Eya2 inh: qHTS Assay for Inhibitors of the Phosphatase Activity of Eya2 | recombinant Eya2, OMFP fluorescence dephosphorylation (OMFP is methylfluorescein phosphate) | 0.006% of 330,000 active | Potency, µM (top dose mostly 76.9 µM), for inactives: at the highest dose activity, negative = inhibition, hits mostly inhibitors | AID 488837, 2010; also: potency is read from the fitted curve at half-maximal effect; % is scaled to controls: 0 for no effect and ±100 for the full control effect
# Target sequence (O00167 whole entry, looked up): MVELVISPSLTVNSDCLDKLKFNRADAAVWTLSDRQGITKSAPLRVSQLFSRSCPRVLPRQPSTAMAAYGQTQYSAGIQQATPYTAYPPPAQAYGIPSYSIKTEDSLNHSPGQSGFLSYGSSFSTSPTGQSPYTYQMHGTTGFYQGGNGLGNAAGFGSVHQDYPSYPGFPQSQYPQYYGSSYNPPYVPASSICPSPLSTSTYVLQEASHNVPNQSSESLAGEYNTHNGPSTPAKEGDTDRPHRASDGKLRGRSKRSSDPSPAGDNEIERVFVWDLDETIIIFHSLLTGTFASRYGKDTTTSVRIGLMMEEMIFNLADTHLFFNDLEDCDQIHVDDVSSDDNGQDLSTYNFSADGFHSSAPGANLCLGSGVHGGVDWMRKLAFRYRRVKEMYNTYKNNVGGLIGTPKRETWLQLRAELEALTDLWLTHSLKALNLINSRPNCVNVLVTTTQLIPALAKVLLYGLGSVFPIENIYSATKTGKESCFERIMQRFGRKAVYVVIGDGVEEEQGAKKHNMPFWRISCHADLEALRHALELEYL
#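 Eya2 protein (added as 0.2 uM solution) was preincubated with compound for 10 min at ambient temperature in 50 mM HEPES pH 7.5, 50 mM NaCl, 5 uM MgCl2, 0.05% BSA, 1 mM DTT. OMFP (added at 50 uM) then reacted 10 min; fluorescence read at 485/525 nm.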
# PKM2 act: qHTS Assay for Activators of Human Muscle isoform 2 Pyruvate Kinase | Pyruvate kinase PKM (Homo sapiens), P14618 | purified PKM2, Kinase-Glo ATP luminescence, activation; response scale: 0% is enzyme alone, no compound | Potency, µM (doses to about 57.5 µM), for inactives: at the top dose activation, most hits filed as activators | 0.34% of 260,000 active; also: potency is read from the fitted curve at half-maximal effect; % is scaled to controls: 0 for no effect and ±100 for the full control effect; nearly all actives have a fitted effect of over 55% in size
#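 Kinase-Glo luminescence reports ATP generated from ADP (0.1 mM) and PEP (0.5 mM) by purified hPK-M2 after 1 h at room temperature, pH 7.2 imidazole buffer; intermediate enzyme activity allows detecting inhibitors and activators.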
# TSHR antagonist: Antagonists of the Thyroid Stimulating Hormone Receptor: HTS campaign; Thyrotropin receptor (Homo sapiens), P16473; TSHR-expressing cells, TSH-stimulated cAMP HTRF, 2 h; stronger effect = lower value; activity change, negative = inhibition, % at 11.5 µM; 0.2% of 330,000 active;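 active = activity change below a set negative limit, meaning inhibition stronger than a set level, cut at about -70% in these data; inconclusive = activity change between two set negative limits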; also: % is scaled to controls: 0 for no effect and ±100 for the full control effect
#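 Antagonism was scored as loss of TSH-driven cAMP in TSHR cells, stimulated with 4nM TSH (EC80) for 2 hours at 37 deg C and detected by homogeneous HTRF competition immunoassay.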
# hERG WT inh: qHTS for Inhibitors of KCHN2 3.1: Wildtype qHTS. Voltage-gated inwardly rectifying potassium channel KCNH2 (Homo sapiens), Q12809. U2OS, BacMam KCNH2, thallium flux FluxOr; stronger effect = lower value. activity change, % at 1.84 µM. 0.37% of 340,000 active;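 active = maximum activity change below -70%; inconclusive = maximum activity change between -70% and -50%; inactive = maximum activity change above -50%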; also: % is scaled to controls: 0 for no effect and ±100 for the full control effect
#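 U2OS cells transduced with wild-type KCNH2 virus are loaded with FluxOr dye for 45 min, and thallium flux is measured in kinetic reads before and after stimulation buffer. Rate constants are normalized to DMSO controls.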
# Mito fusion act: qHTS Assay for Small Molecule Inhibitors of Mitochondrial Division or Activators of Mitochondrial Fusion; S. cerevisiae fusion-defective mutant growth rescue, CellTiterGlo 48 h; AID 485298, 2010; 0.23% of 320,000 active; Potency, µM (doses to about 46.1 µM), without a hit: at the highest dose growth rescue (activation), most hits filed as activators;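 also: potency is read from the fitted curve at half-maximal effect; % of control where 0% means no effect; nearly all actives have a fitted effect of over 45% in size; temperature-sensitive fusion mutants such as fzo1-1 at 37 °C on non-fermentable ethanol glycerol medium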
#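 Read-out: ATP-based luminescence (CellTiterGlo, 10 min ambient) reporting growth of fusion-defective ts yeast after 48 hours at 37C on glycerol/ethanol YPEG medium in the presence of compound.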
# Menin MLL FP TR: qHTS Assay for Inhibitors Targeting the Menin-MLL Interaction in MLL Related Leukemias: Competition With Texas Red Labeled MLL-derived Mutant Peptide. O00255. Menin + Texas Red MLL mutant peptide, fluorescence polarization. Potency, µM (highest dose often 61.6 µM), without a hit: at the top dose FP activity change, negative = inhibition, actives largely listed as inhibitors. 0.23% of 270,000 active. AID 1768, 2009; active = well fitted inhibition curve with a large enough effect in the polarisation, with a control signal flat, not every such curve was filed as active; inconclusive = small, poorly fitted or top-dose-only effect, or effect the other way, or a change in a side signal; inactive = no such curve, though single readings can be large or run the other way; the % refers to the polarisation; also: potency is read from the fitted curve at half-maximal effect; % of control where 0% means no effect; many of its hits are not listed in these tables
# Target sequence (O00255 whole entry, looked up): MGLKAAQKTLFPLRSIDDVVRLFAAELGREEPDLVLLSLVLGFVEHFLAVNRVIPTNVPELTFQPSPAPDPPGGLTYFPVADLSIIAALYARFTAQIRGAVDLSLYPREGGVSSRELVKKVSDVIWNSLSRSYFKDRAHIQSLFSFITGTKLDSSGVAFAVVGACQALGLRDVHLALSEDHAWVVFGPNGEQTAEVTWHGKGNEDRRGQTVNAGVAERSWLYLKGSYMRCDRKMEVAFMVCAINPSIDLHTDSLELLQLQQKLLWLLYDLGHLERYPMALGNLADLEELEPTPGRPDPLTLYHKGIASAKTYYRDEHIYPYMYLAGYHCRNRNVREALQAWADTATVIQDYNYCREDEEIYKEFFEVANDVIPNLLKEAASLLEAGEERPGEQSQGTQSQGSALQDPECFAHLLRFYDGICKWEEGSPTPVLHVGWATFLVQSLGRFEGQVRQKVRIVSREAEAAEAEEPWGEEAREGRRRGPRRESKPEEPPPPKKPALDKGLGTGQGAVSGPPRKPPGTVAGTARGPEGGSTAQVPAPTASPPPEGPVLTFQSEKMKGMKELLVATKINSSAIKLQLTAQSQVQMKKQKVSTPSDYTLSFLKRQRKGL
# BCR signal inh: qHTS Assay to Find Inhibitors of Chronic Active B-Cell Receptor Signaling; AID 493014, 2011; 0.05% of 340,000 active; Potency, µM (highest dose often 46.1 µM), for inactives: at the top dose ratio change, negative = lower green/red ratio, hits mostly inhibitors; ABC-DLBCL IkBa-CBG/CBR reporter, luminescence ratio, 4 h; active = well fitted inhibition curve with a large enough effect in the signal ratio, with a control signal flat, not every such curve was filed as active; inconclusive = small, poorly fitted or top-dose-only effect, or effect the other way, or a change in a side signal; the % refers to the signal ratio;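 also: potency is read from the fitted curve at half-maximal effect; plate controls were basal doxycycline-induced cells for no effect and cells given 10 µM MG132 for full effect; MG132 reads +100%, hits lower the ratio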
#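 TMD8 human ABC-DLBCL cells with doxycycline-inducible IκBα–green luciferase fusion and unfused red luciferase, in 0.5% FBS medium; compounds up to 46 uM, 4 h at 37C. Green/red luminescence ratio, filter-overlap corrected, fitted to concentration-response curves.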
# * hit, by the source's call; i = inactive; ? = inconclusive; . = no result given; [ ] = another dose, or the depositor's remark. Unless noted, calls follow the shape of the dose curve; as a rule, active = well fitted curve in the direction sought with a large enough effect; inconclusive = small, poorly fitted or top-dose-only effect, or another doubt; inactive = no such curve, though single readings can be large; an effect the other way counts as inactive or inconclusive. Only part of the results is shown, so the mix of outcomes need not match the whole.
SMILES,MBNL1 CUG block,GALK inhibitor,S-ASM inh,USP2a inh,Eya2 inh,PKM2 act,TSHR antagonist,hERG WT inh,Mito fusion act,Menin MLL FP TR,BCR signal inh
CCn1c(C(C)NC(=O)c2cccc(C)c2)nc2ccccc21 (stereo unspecified),-2%,2%,-3%,-1%,6%,-13%,15,3,1%,-21%,-16%
Fc1ccc(-c2nc3cnccn3c2NC2CCCC2)cc1,?,0%,239%[activator],-2%,4%,1%,7,-2,-2%,10%,1%
CCN(CC)S(=O)(=O)c1cccc(NC(=O)CNC2CCCCCC2)c1,0%,-1%,6%,0%,3%,3%,2,0,3%,.,0%
CN(Cc1ccco1)C(=O)c1ccc(N2CCCC2=O)cc1,-9%,-3%,0%,1%,-11%,4%,2,5,1%,-3%,1%
OCc1ccnc2c(O)cccc12,?,-2%,-1%,1%,-11%,-19%,7,0,1%,-1%,6.3µM*
O=C(/C=C/c1cccc(Cl)c1)NCCN1CCOCC1,15%,.,1%,0%,13%,-2%,0,4,0%,-4%,4%
O=C(OCc1nc2ccccc2[nH]1)C1CCCCC1,.,3%,-4%,2%,2%,-1%,-3,-7,-3%,15%,0%
O=C1NC2c3ccccc3C(=O)N2c2c1cnn2-c1ccccc1 (stereo unspecified),-2%,-4%,2%,-1%,-16%,8%,-13,10,-4%,-12%,?
Cc1ccc(O)c(C(=O)c2cc(C#N)c(=O)n(Cc3ccccc3)c2)c1,10%,-1%,9%,0%,0%,?,-18,0,-11%,-7%,6%
CC(OC(=O)CCCN=C1NS(=O)(=O)c2ccccc21)C(=O)Nc1ccccc1F (stereo unspecified),.,.,2%,1%,12%,.,7,10,-7%,.,-13%
COc1ccc(C2CC(=O)N(CC(=O)NCC3CCCO3)c3ccccc3S2)cc1OC (stereo unspecified),-1%,1%,3%,4%,-3%,1%,0,2,1%,-14%,?
Cc1ccc(O)c(NC(=O)c2noc3c2CCc2ccccc2-3)c1,-8%,0%,10%,0%,0%,2%,0,-3,2%,?,0%
O=C1CCCC(O)=C1N=Nc1c(Cl)cc(C(F)(F)F)cc1Cl,?,3%,-3%,1%,11%,-13%,26,0,-7%,.,10%
Cc1ccc(NC(=O)c2cc(N3C(=O)C=CC3=O)ccc2N2CCOCC2)cc1,-5%,1%,-2%,0%,4%,?,-41,-9,-9%,9%,7%
COCc1cc(C)nc(SCC(=O)Nc2ccc(C)c(C)c2)c1C#N,3%,0%,4%,-2%,6%,5%,-10,-14,-1%,-1%,-2%
CCCSC1=C(C#N)C(c2cc(OC)ccc2OC)CC(=O)N1 (stereo unspecified),4%,-2%,6%,1%,-22%,0%,-7,21,0%,10%,?
CCOc1ccccc1NC(=S)NC(=O)C1CC1,0%,-4%,5%,0%,2%,9%,-21,9,?,.,?
Cc1ccc(SCC(=O)NC(=O)NCc2ccco2)cc1C,7%,2%,.,-1%,-8%,10%,-1,.,-1%,-7%,?
COc1cc(C=Nc2cccc(C)c2)c(O)c([N+](=O)[O-])c1,?,4%,-2%,-9%,-3%,-4%,-1,-6,-1%,-1%,0%
CCCC(=O)NC(c1ccc(C(C)C)cc1)c1ccc2cccnc2c1O (stereo unspecified),14%,0%,0%,-2%,4%,-2%,-5,-2,-2%,-15%,?
C=CCn1c(SCC(=O)NCC2CCCO2)nc2scc(-c3ccccc3)c2c1=O (stereo unspecified),6%,-2%,-1%,-1%,-22%,-1%,21,-9,-1%,-14%,?
NC(N)=NS(=O)(=O)c1ccc(NC(=S)NC(=O)c2ccncc2)cc1,3%,-1%,-1%,0%,3%,-8%,-1,-4,-1%,-3%,-14%
COc1ccc(CCC(=O)Nc2ccc(C(=O)c3ccncc3)cc2)cc1,12%,-4%,0%,2%,-8%,0%,-32,-3,-2%,?,-9%
Cc1cc(C(=O)N2CCN(S(=O)(=O)c3ccc(C)c(C)c3)CC2)no1,.,.,0%,2%,35%,.,-1,13,-1%,.,-18%
Cc1cc(Cl)ccc1OCC(=O)N1C(C)CCCC1C (stereo unspecified),6%,2%,4%,1%,-9%,-11%,-25,10,6%,-23%,-1%
O=C(Nc1ccccc1)C1Cc2ccccc2CN1C(=O)c1ccco1 (stereo unspecified),4%,-1%,5%,1%,2%,12%,-12,7,-1%,10%,?
CCOc1ccc(OCc2ccc(C(=O)N(CC)CC)cc2)cc1,-3%,3%,-4%,-1%,0%,-20%,1,6,?,-29%,?
CC(C)C[C@@]12C(=O)N(c3cccc(Cl)c3)C(=O)N1[C@H](c1ccc(F)cc1)[C@@H]1C(=O)N(C3CCCCC3)C(=O)[C@@H]12,.,.,1%,4%,-3%,.,0,-2,17%,.,7%
N#CC1=C(SCC(=O)NC23CC4CC(CC(C4)C2)C3)NC(=O)C(C#N)C12CCCCC2 (stereo unspecified),4%,-5%,-7%,-9%,3%,6%,-29,15,4%,2%,?
CC(C)Oc1ccc(S(=O)(=O)N2CCOCC2)cc1NC(=O)Cc1c(F)cccc1Cl,.,.,.,1%,-1%,.,6,6,10%,.,7%
CC(C)C(=O)c1ccc(O)c(O)c1,.,5%,4%,2%,1%,-2%,5,2,2%,.,?
COc1ccc(CN2CCN(C(=O)c3cccs3)CC2)c(OC)c1OC,-14%,1%,3%,-7%,1%[15.4 µM],?,6,24,-1%,6%,-2%
C[C@@]12CCC=C[C@H]1[C@H](c1ccc3ccccc3c1)N(Cc1ccccc1)C2=O,-2%,-2%,?,6%,-10%,0%,-5,0,-110%[inhibitor],.,?
O=C(COC(=O)c1cc(Cl)ccc1O)NCCC1=CCCCC1,.,.,17%,1%,16%,.,-22,-1,14%,.,2%
CC(C)(C)NC(=O)Cn1ccc(=N)c2ccccc21,-1%,2%,-1%,0%,2%,-11%,-11,-2,-1%,7%,0%
CNc1cccc2c1C(=O)c1ccccc1C2=O,?,3%,-12%,7%,2%,-5%,-7,4,13%,-22%,18%
Cn1c(C(=O)N2CCOCC2)cc2c(=O)n3ccccc3nc21,-3%,-2%,i,2%,-20%,5%,-13,-14,-1%,.,1%
O=C(Cc1cccc2ccccc12)Nc1ccc2oc(-c3ccccc3)nc2c1,45%[activator],0%,-6%,-8%,6%,-16%,10,-3,1%,-20%,?
CC1(C)Cc2c(sc(NC(=O)C3CC(Cl)=CCC3C(=O)O)c2C#N)CO1 (stereo unspecified),3%,1%,-3%,4%,11%,9%,-1,11,-5%,26%,?
Cc1cc(C)n2nc(C(=O)N/N=C/c3ccccc3C)nc2n1,-1%,-4%,-2%,0%,7%,2%,23,-5,10%,.,?
CC(OC(=O)CNC(=O)c1ccco1)C(=O)Nc1ccc(Cl)cn1 (stereo unspecified),.,.,0%,-2%,5%,.,2,44,-1%,.,13%
CC(=O)C1=C(O)C(=O)N(c2ccccn2)C1c1ccc(Cl)cc1 (stereo unspecified),46%[activator],-1%,6%,-1%,10%,-1%,-6,2,-1%,-28%,5%
CCC(=O)Nc1ccc(-c2nc(-c3ccccc3)n(CC(=O)N3CCCCC3)n2)cc1,2%,0%,4%,2%,12%,6%,-5,15,-2%,-16%,-6%
Cc1cc(=O)[nH]c(-c2ccccc2OC(F)(F)F)n1,.,0%,4%,-1%,-1%,-3%,15,-37,7%,.,9%
